Assay outcomes: PubChem, several laboratories
CAL PDZ FP-1: blocks peptide binding to the human CAL PDZ domain. hit rate 0.92% among 300,000. inhibition, % at 24.9 µM. Q9HD26. purified CAL PDZ, TMR-peptide fluorescence polarization, 1 h. AID 602252;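 active means mean inhibition of at least 30% with at least half of replicates also reaching 30%; inconclusive means no clear call, values can overlap the other calls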;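 further: 0% = DMSO neutral control and 100% = excess unlabeled competitor peptide PRC23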
Wnt act: Wnt/beta-catenin pathway activation; Wnt/beta-catenin reporter cell assay, activator, plate reader; activation, % at 9.35 µM; hit rate 1.2% among 300,000; in the data active means activation above about 30%, passing the limit was not always enough; inconclusive means no clear call, values can overlap the other calls;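 further: 0% = neutral control wells and 100% = positive control wells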
V-ATPase pH: yeast V-ATPase proton transport regulation by pHLuorin; hit rate 0.37% among 350,000; S. cerevisiae, pHLuorin cytosolic pH fluorescence; response, % at 10 µM; AID 504577; in the data active means response mostly above about 7.3%, no sharp cut-off; inactive means mostly below about 5.4%; further: actives read high; inactives centre near 0; some compounds called inactive have numbers as strong as hits
CAL PDZ FP-2: human CAL PDZ-peptide interaction inhibition; hit rate 0.02% among 330,000; Q9HD26; inhibition, % at 20 µM; purified CAL PDZ, TMR-peptide fluorescence polarization, 1 h; AID 504414;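 active means highest replicate inhibition of at least 40%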;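 further: plate controls were DMSO neutral control wells for no effect and unlabeled competitor peptide control wells for full effect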
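material = purified tagged CAL PDZ domain construct (CerCALP) | buffer or medium = sodium phosphate/NaCl buffer pH 7.4 with TCEP, IgG, Thesit | reagent = TMR-labelled reporter peptide T*-PRC34 bound in PDZ groove | incubation = 1 h room-temperature incubation prior to read | measured by = fluorescence polarization (mP) | evaluation = percent inhibition from loss of millipolarization | control set = unlabelled peptide and DMSO controls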
RTF Ca sens act: cardiac RTF calcium sensitization; hit rate 0.24% among 340,000; AID 493008; activation, % at 7.2 µM; IANBD-labeled TnC RTF fluorescence at EC20 calcium; 0% EC20 calcium, 100% full calcium; P19429+P45379;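 active means activation above the mean over all tested compounds plus 3 SD, cut at about 30% in these data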;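 further: rise in fluorescence read as greater calcium sensitivity of cardiac thin filaments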
CDK5 p35 inh: blocks human CDK5/p35 kinase activity; Recombinant CDK5/p35, ADP-Glo luminescence, 60 min; inhibition, % at 10 µM; hit rate 0.01% among 330,000; AID 488839;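 active means highest replicate inhibition of at least 50% and at least 75% of replicates reaching 50%; inconclusive means only one of the two criteria met; inactive means both criteria failed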;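 further: plate controls were DMSO neutral control for no effect and GW8510 at 10 µM for full effect; many of its hits are not listed in these tables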
Target sequence (Q00535 whole entry, looked up): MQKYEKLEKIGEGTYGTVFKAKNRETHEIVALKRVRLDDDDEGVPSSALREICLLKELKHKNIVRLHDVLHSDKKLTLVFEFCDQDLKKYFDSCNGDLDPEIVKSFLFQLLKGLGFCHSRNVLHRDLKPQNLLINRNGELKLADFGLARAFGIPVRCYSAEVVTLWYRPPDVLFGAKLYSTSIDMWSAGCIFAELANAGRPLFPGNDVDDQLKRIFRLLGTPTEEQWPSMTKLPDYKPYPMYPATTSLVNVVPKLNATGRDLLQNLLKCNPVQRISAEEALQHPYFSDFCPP
Target sequence (Q15078 whole entry, looked up): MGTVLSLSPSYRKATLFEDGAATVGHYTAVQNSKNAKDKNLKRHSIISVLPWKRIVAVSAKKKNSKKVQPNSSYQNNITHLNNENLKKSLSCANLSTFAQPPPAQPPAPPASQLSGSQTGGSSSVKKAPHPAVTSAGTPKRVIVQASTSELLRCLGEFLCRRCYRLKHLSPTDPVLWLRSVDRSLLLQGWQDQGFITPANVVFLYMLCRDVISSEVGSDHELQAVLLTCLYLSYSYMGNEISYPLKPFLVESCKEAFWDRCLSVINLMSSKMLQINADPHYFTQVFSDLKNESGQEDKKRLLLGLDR
Tat transport: blocks Tat-dependent protein export in E. coli; hit rate 0.036% among 340,000; E. coli MC4100 TorA-mCherry Tat export, fluorescence; inhibition, % at 10 µM;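 active means mean replicate inhibition at least 50% and at least half of replicates individually reaching 50%; inconclusive means only one of the two criteria met; inactive means neither criterion met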;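 further: exported cargo escapes ClpAP degradation while cytoplasmic cargo is degraded and loses fluorescence; 0% = median of neutral control wells and 100% = median of NaSCN control wells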
Rtt109 Vps75: blocks Candida albicans Rtt109/Vps75 acetyltransferase activity; Q5AAJ8; purified Rtt109/Vps75, ThioGlo CoA-SH fluorescence, 4 h; inhibition, % at 34.9 µM; hit rate 0.16% among 330,000; AID 540336;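 active means inhibition of at least 50% in every replicate; inconclusive means best replicate reaches 50% inhibition but some replicates fall short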
Target sequence (Q5AAJ8 whole entry, looked up): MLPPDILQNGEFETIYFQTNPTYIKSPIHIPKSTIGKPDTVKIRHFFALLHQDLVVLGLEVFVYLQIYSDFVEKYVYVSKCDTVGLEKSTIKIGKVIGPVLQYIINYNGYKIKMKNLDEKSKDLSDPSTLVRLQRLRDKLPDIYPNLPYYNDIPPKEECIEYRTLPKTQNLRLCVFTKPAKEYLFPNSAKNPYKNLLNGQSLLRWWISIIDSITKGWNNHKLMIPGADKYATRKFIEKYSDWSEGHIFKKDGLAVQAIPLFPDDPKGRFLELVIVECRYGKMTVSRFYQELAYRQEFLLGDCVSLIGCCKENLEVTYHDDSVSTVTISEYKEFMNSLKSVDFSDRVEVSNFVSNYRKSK
dFosB act: mouse delta FosB homodimer activation; P13346; purified delta FosB, TAMRA-CDK5 oligo fluorescence polarization; percent of positive-control signal above neutral wells; activation, % at 25 µM; hit rate 0.99% among 340,000;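 active means mean activation above about 17%, with every replicate also reaching it, limit read from the data, passing the limit was not always enough; inconclusive means only one of the two conditions met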;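 further: fluorescence polarization rise as delta FosB binds a TAMRA Cdk5 AP-1 oligo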
MITF act: activators of MITF-driven TRPM1 promoter activity in SK-MEL-5 cells; hit rate 0.75% among 300,000; activation, % at 12.5 µM; SK-MEL-5 TRPM1-promoter luciferase, 24 h; % of positive control, neutral wells = 0; AID 588334;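 active means mean activation of at least 80% with every replicate also reaching 80%; inconclusive means mean reaches 80% but some replicate falls short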;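 further: 0% = neutral control wells and 100% = parthenolide positive control wells; values of inactives mirror those of a sister screen read the other way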
Starred values were filed as active, the others as inactive; u = inconclusive; x = not tested or not shown.

SMILES	CAL PDZ FP-1	Wnt act	V-ATPase pH	CAL PDZ FP-2	RTF Ca sens act	CDK5 p35 inh	Tat transport	Rtt109 Vps75	dFosB act	MITF act
Cc1oc2nc(SCC(=O)NC3CCCCC3)nc(N)c2c1C	-0.9	0.6	-3.1	x	-8.6	0.5	-14.9	3.2	-9.4	-5.8
O=C(NCc1ccco1)c1cc(-c2ccccn2)nc2ccccc12	-11.5	-7.3	-1.4	-2.5	4.3	-0.3	2.4	-1.4	-1.1	-4.8
CC(C)Cn1c(N)c(C(=O)COC(=O)c2ccncc2)c(=O)n(C)c1=O	-5.3	-1.8	0.1	-2.0	-2.1	-1.0	5.4	10.2	-7.5	x
COC(=O)[C@H](Cc1ccccc1)NC(=O)NCCc1ccc(OC)cc1	-3.1	0.9	0.7	-1.6	-2.2	-0.9	-1.4	1.8	-3.6	x
CCCSc1nc2c(c(=O)[nH]c(=O)n2C)n1C	-4.6	-3.6	-1.0	-2.9	-3.3	-0.9	-0.7	1.9	0.5	-3.2
COc1ccc(N2CCN(C(=O)c3ccccc3Br)CC2)c([N+](=O)[O-])c1	x	-1.3	-3.3	-0.8	-6.6	0.7	-0.6	14.1	-10.4	-0.2
CCC1(C)Cc2c(sc3nc(SC)[nH]c(=O)c23)CO1 (configuration not stated)	-6.3	-0.1	1.3	-2.0	0.3	1.2	6.6	-3.1	6.6	0.4
N=C1SCC(=O)N1c1ncc(Cc2ccccc2Cl)s1	30.1*	-0.1	1.2	-0.3	0.9	-1.1	-10.2	-3.1	-9.8	2.0
O=C(O)CCC(=O)Nc1nc2nccc(-c3ccccc3)n2n1	0.6	1.3	1.8	0.0	-0.1	0.9	-4.8	-6.3	-6.5	-2.5
Cc1ccc(S(=O)(=O)Nc2ccccc2C(N)=O)cc1	x	x	-40.4	-0.3	-4.8	1.4	5.7	5.0	-3.4	-5.4
O=C(N/N=C/c1ccc(Br)cc1)c1cc[n+](Cc2ccccc2)cc1	4.2	-3.1	1.0	-1.9	1.3	-0.9	9.5	-4.3	-0.3	5.1
O=[N+]([O-])c1ccc(Cl)c(/C=N/n2c(-c3ccncc3)n[nH]c2=S)c1	1.1	4.3	5.1	-2.2	14.5	-0.4	-1.1	-3.8	-10.3	-14.3
O=C(c1ccc(S(=O)(=O)N2CCCCC2)cc1)N1CCCc2ccccc21	-5.2	x	-3.6	0.6	-1.5	-3.2	0.3	12.4	-10.4	x
COc1ccc(N2CCN(S(=O)(=O)c3c(C)[nH]c(C)c3C(=O)N3CCCCC3)CC2)cc1	2.0	2.8	-2.1	-2.2	-0.1	-2.7	-1.9	-2.0	-7.2	2.0
COc1ccc(CN(Cc2cccnc2)S(=O)(=O)c2ccc(-n3cnnn3)c(OC)c2)cc1	-3.5	3.8	0.5	-1.2	-3.9	1.1	10.8	-8.1	-9.6	-1.8
Cc1ccc(CNC(=O)c2cccc3c2C(=O)c2ccc(N4CCOCC4)cc2S3(=O)=O)cc1	-2.6	-2.9	-3.5	-1.3	9.9	0.5	-9.4	-17.1	0.7	-6.9
CCN(CC)CCCNC(=O)Cn1ncn2cccc2c1=O	-0.8	-0.7	-1.3	0.5	-5.8	1.5	-9.4	0.7	-4.1	7.0
COC(=O)c1nn(-c2ccccc2)c(Sc2ccc(Cl)cc2)c1/C=N/O	1.1	-5.1	-0.9	-1.5	1.8	-1.6	-0.5	-7.0	2.9	-5.7
C/C(=N/NC(=O)c1ccncc1)c1ccc(NC(=O)c2ccccc2)cc1	-1.6	3.1	1.7	0.3	-7.5	0.5	0.3	-5.1	-3.6	20.8
CSC1=NCCN1C(=O)c1ccc(Br)o1	1.3	0.9	-0.5	-0.1	-2.3	0.6	1.7	-2.7	-1.7	12.4
Cc1cc(NC(=O)CSc2nnc(C)n2-c2ccccc2)no1	0.6	-0.6	-2.8	-1.5	2.4	-5.4	-14.7	-4.5	3.1	11.7
O=C(Nc1ccc(F)c(Cl)c1)c1cccnc1	-2.7	-0.7	-2.2	-0.9	-5.3	-0.6	u	8.4	-1.1	x
CC(=O)n1cc([C@H]2C=C(C(=O)NCc3ccccc3)O[C@@H](OCCCCO)C2)c2ccccc21	-3.9	2.6	2.9	-1.2	6.6	-1.6	-5.7	-8.2	-3.4	-3.5
Cc1ccccc1NC(=O)CCc1c(C)nn(-c2ccc(N3CCCCC3)nn2)c1C	0.1	7.2	-0.6	-1.7	-1.2	0.4	-0.6	19.7	-10.4	29.8
O=C(CN1C(=O)C2CC=CCC2C1=O)Nc1cc(C(F)(F)F)ccc1N1CCCC1 (configuration not stated)	x	0.0	-1.9	0.1	-7.2	0.4	-1.0	4.8	2.0	-4.9
Further compounds.
SMILES	CAL PDZ FP-1	Wnt act	V-ATPase pH	CAL PDZ FP-2	RTF Ca sens act	CDK5 p35 inh	Tat transport	Rtt109 Vps75	dFosB act	MITF act
CC(CC(=O)OCC(=O)NC1CCS(=O)(=O)C1)c1ccccc1 (configuration not stated)	3.9	-2.4	2.0	-1.0	-6.1	-0.7	1.0	-6.7	5.1	-17.6
COc1cc(/C=N/Nc2ccc3ccccc3c2)ccc1OC(=O)c1ccco1	21.3	-2.8	1.9	-0.1	6.0	2.2	-14.3	-1.2	-21.9	-9.2
CN1C(=O)C(C)(C)c2cc(S(=O)(=O)N3CCC(C(=O)NCc4ccc(F)cc4)CC3)ccc21	-2.0	-3.1	0.2	-1.1	9.9	-6.1	1.9	3.3	-6.5	x
COc1ccc(C2C(C(=O)N3CCN(c4ccc(OC)cc4)CC3)c3ccccc3C(=O)N2C)cc1 (configuration not stated)	-4.1	x	1.9	-0.2	8.3	0.4	4.9	4.8	-9.2	x
COC(=O)c1ccc(C)c(NC(=O)c2ccc(CN3CCc4ccccc4C3)cc2)c1	-6.5	-4.2	-2.7	-1.3	-1.2	-0.4	-0.9	2.3	-8.5	x
Cc1ccc(C(=O)/C=C/c2ccc(-c3ccc(C)cc3)o2)cc1	-4.5	-3.3	1.9	0.7	7.2	0.1	1.4	2.6	-15.9	-0.4
CCOc1ccccc1NC(=S)NCc1ccccc1	-1.8	-1.5	-0.3	-1.0	3.2	-1.1	-1.0	-1.2	-6.1	x
Cc1sc(N/N=C/C=C/c2ccccc2)nc1-c1ccccc1	-1.7	-6.2	-0.1	-1.3	-5.4	0.1	11.5	-4.1	-13.0	6.6
Cn1c(C(=O)N2CCCC(C(=O)NCCN3CCOCC3)C2)cc2sccc21 (configuration not stated)	-2.7	3.6	-5.1	-0.2	6.8	-0.5	-2.1	3.0	0.2	-11.2
CCC(C(=O)OC)n1cnc2c(nnn2-c2ccc(C)cc2)c1=O (configuration not stated)	x	4.2	6.2	-1.2	2.3	1.8	3.0	1.0	-19.8	x
Nn1c(SCC(=O)NCC2CCCO2)nnc1-c1cc(Cl)ccc1Cl (configuration not stated)	1.0	0.2	-3.7	-0.6	-5.3	-0.7	2.4	-3.1	-4.8	7.3
COC(=O)c1ccc(C(=O)NC2CCCc3c2cnn3-c2ccc(C)c(C)c2)cc1 (configuration not stated)	-3.9	-6.8	-1.2	-3.0	0.4	1.3	1.5	6.2	2.7	-31.7
COC(=O)C1=C(C)N(c2cc(C)cc(C)c2)/C(=C/c2ccco2)C1=O	12.4	-7.4	1.9	1.3	2.5	-0.6	7.2	17.4	-3.9	-3.8
Cn1c(N)c(C(=O)COC(=O)c2ccc(Cl)nc2)c(=O)n(C)c1=O	-12.3	-0.3	1.6	0.1	1.2	0.7	-3.4	-1.8	-3.0	-4.6
O=C(c1ccc(F)cc1)N1CCN(c2ncccn2)CC1	0.9	26.0	-0.8	-0.6	9.3	0.9	-1.9	0.0	-0.5	0.8
COc1ccc(NC(=O)CSc2nnc(-c3ccccc3C)n2C)cc1	25.8	-0.9	-0.8	x	-4.0	-4.2	-7.5	-4.1	-7.1	-3.9
Cn1c(SCC(=O)c2ccccc2)nnc1C1CC1	1.8	x	5.7	-1.6	0.1	-1.2	-1.3	-4.7	3.2	4.6
O=[N+]([O-])c1cccc(COc2cccc(CO)c2)c1	-5.9	-0.8	1.2	-1.4	-4.9	0.7	3.4	8.2	-8.3	33.7
COc1ccc(NC(=O)CSCC(=O)Nc2cccc(S(=O)(=O)N3CCCCCC3)c2)cc1	x	-3.9	-5.3	-0.8	-2.6	0.3	-2.7	6.4	1.0	-13.8
COc1ccc(NC(=O)c2ccc3[nH]c(C)c(C)c3c2)c(OC)c1	-3.0	3.8	-3.7	-3.3	0.3	1.2	2.5	2.0	-5.1	35.2
Cc1ccc(NC(=O)c2ccc3nsnc3c2)c(Cl)c1	-5.2	0.8	-2.5	-1.2	-6.1	-2.1	4.8	-4.0	9.6	35.3
Cc1ccc(C)c(N2CCN(C(=O)Cn3ncc4c([nH]c5ccc(C)cc54)c3=O)CC2)c1	-5.7	-0.7	0.6	0.4	-1.1	0.7	-3.3	9.8	-12.4	5.3
COc1cccc(NC(=O)C(=O)NCC(c2ccco2)N2CCc3ccccc3C2)c1 (configuration not stated)	-1.1	0.7	-2.0	-2.7	-7.2	1.0	0.4	11.5	5.9	0.5
O=[N+]([O-])c1cc(-c2csc(NCCc3nc4cc(C(F)(F)F)ccc4n3CCCO)n2)ccc1Cl	-0.2	-3.8	5.5	0.8	-1.6	0.0	-3.0	-2.1	2.4	18.7
CCN(CC(=O)NCc1cccs1)S(=O)(=O)c1cccc(C(C)=O)c1	1.6	-1.6	3.0	-1.9	7.2	-0.4	35.6	-6.6	1.7	x
Further results follow:
SMILES	CAL PDZ FP-1	Wnt act	V-ATPase pH	CAL PDZ FP-2	RTF Ca sens act	CDK5 p35 inh	Tat transport	Rtt109 Vps75	dFosB act	MITF act
CCCC1(C(=O)OC)NC(c2cccc(F)c2)C2C(=O)N(CC)C(=O)C21 (configuration not stated)	-5.1	x	-0.2	x	7.7	1.6	-4.5	4.4	2.6	x
Cc1nc2nc(SCc3ccc([N+](=O)[O-])cc3)[nH]c2cc1Br	x	12.4	1.9	-0.6	4.4	2.1	-6.4	-6.2	-0.7	x
O=C(N/N=C/c1ccc(O)cc1)/C(=C/c1ccccc1)CCO	-2.1	0.2	1.6	-0.8	0.9	0.6	-3.5	1.6	-0.7	13.4
NC(=O)C1(C(N)=O)OC1c1ccccc1 (configuration not stated)	6.7	-2.5	5.1	-0.7	9.7	0.6	5.6	-11.6	-1.5	-0.5
COc1ccc(S(=O)(=O)NCc2cccnc2)cc1NC(=O)c1ccc(C)cc1	-2.3	-0.8	0.9	-2.2	-1.4	0.7	4.5	-8.8	-5.5	-4.7
CCCn1c(=O)c(C(=O)NCCc2ccc(Cl)cc2)c(O)c2ccccc21	-5.4	-1.0	-0.7	-1.1	-3.4	1.2	-6.2	2.5	2.1	x
O=C(CO/N=C/c1cccc([N+](=O)[O-])c1)NC1CCCCCC1	-1.5	-3.9	-9.4	-0.1	-0.7	1.0	2.0	3.0	2.4	-5.8
COc1ccc(CCC(=O)NCCS(=O)(=O)N2CCN(c3ccccc3)CC2)cc1	-2.6	-0.7	-0.7	-0.1	11.6	1.5	-1.9	19.2	-2.1	3.7
